DDE Tn7 FP inh – inhibitors of Tn7 peptide binding to fibrin DD(E), primary screen, biochemical, fluorescence polarization, human fibrin, Tn7 probe. Fibrinogen beta chain (Homo sapiens), P02675. FP displacement of FITC-Tn7 peptide from fibrin DD(E); 0% = median of compound wells per plate. inhibition, % at 8.3 µM. hit rate 0.13% among 370,000;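 active means inhibition above the mean of compounds falling within the control limits plus 3 SD of them, cut at about 14% in these data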;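 further: 0% = plate median of compound wells and 100% = 10 µM Aha-Tn7 peptide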
Target sequence (P02675 whole entry, looked up): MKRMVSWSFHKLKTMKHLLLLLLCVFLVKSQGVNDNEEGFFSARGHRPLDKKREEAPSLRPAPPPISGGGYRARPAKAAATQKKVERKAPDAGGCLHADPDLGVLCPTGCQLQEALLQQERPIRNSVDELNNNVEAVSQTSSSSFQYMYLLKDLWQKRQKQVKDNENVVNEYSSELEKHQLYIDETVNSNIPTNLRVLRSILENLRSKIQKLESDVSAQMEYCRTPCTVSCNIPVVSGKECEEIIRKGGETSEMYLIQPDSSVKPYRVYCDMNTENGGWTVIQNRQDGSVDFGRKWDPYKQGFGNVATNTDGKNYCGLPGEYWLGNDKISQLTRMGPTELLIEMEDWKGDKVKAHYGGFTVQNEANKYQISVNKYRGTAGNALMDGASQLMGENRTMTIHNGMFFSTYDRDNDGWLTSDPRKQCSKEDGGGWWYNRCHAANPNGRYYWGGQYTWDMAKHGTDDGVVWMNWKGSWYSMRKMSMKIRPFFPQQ
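Assay system: Human fibrin DD(E) protein | Medium: Tris buffer with calcium and detergent, pH 7.8 | Reagent: 0.1 µM fluorescent Tn7 | Compound dosing: Single point at 8.3 µM | Times: 10 min preincubation, 3 h with tracer, room temperature | Detection: Fluorescence polarization of the labelled Tn7 tracer | Controls: Aha-Tn7 high control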
NR1D1 modulator – modulators of Rev-erb alpha DNA binding, primary screen, biochemical, FITC-DNA, fluorescence polarization, uHTS. Rev-erbα–FITC-DNA binding, 90 min. activity, % at 10 µM. hit rate 0.79% among 370,000. AID 1259318, 2017;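 active means activity above about 14%, limit read from the data; passing the limit was not always enough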;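 further: 0% = DMSO wells with 35 nM protein and 100% = DMSO wells with 750 nM protein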
ARFGAP1 inhibitor – inhibitors of rat ARFGAP1 GAP activity, primary screen, biochemical, fluorescence polarization, GDP tracer; ADP-ribosylation factor GTPase-activating protein 1 (Rattus norvegicus), Q62848; Arfgap1-stimulated ARF1 GTP hydrolysis, GDP FP detection; inhibition, % at 16.5 µM; hit rate 0.26% among 360,000; AID 651572, 2012;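 active means inhibition above a per-plate limit, mean inhibition of low control wells plus 3 SD, cut at about 25% in these data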;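 further: 0% = DMSO wells with enzyme and 100% = wells lacking Arfgap1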
Target sequence (Q62848 1-136 limits assumed): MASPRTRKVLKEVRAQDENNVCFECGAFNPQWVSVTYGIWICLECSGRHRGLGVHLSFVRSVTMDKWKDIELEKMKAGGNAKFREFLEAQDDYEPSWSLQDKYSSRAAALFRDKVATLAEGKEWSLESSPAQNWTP
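Material: rat Arfgap1 catalytic domain, aa 1-136; also added: human ARF1(Δ1-17)-GTP substrate; compound dosing: one concentration, 16.5 µM, DMSO 1.26%; incubation: GTP hydrolysis reaction 2 h at 25 °C; measured by: Tracer-displacement fluorescence polarization with EDTA stop, 620/688 nm; evaluation: % inhibition from polarization; repeats: one replicate per compound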
PLCb3 inh – human PLC-beta3 inhibitors, primary screen, biochemical, fluorescence; Purified PLC-beta3, fluorogenic substrate; 1-phosphatidylinositol 4,5-bisphosphate phosphodiesterase beta-3 (Homo sapiens), Q01970; hit rate 0.18% among 370,000; inhibition, % at 12.2 µM; in the data active means inhibition above about 11%;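 further: 0% = median of compound wells on plate and 100% = full blocker control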
ASAP1 inh – inhibitors of human ASAP1 ArfGAP activity, primary screen, biochemical, fluorescence polarization | Arf-GAP with SH3 domain, ANK repeat and PH domain-containing protein 1 (Homo sapiens), … | ASAP1-stimulated ARF1 GTP hydrolysis, GDP FP detection | inhibition, % at 16.5 µM | hit rate 0.19% among 360,000 | AID 624377, 2012; in the data active means inhibition above about 25%;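 further: 0% = vehicle with enzyme and substrate and 100% = no enzyme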
Target sequence (Q9ULH1 325-724 limits assumed): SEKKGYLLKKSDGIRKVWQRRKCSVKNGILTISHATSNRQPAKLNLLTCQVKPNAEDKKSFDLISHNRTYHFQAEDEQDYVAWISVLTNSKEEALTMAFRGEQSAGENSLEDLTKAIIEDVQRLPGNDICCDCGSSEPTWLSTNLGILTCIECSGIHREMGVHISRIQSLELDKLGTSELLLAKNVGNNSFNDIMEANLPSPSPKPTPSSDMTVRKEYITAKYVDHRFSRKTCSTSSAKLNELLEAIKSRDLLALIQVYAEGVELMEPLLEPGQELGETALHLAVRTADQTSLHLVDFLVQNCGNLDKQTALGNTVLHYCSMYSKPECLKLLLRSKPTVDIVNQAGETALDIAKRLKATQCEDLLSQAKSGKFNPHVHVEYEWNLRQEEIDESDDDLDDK
DDE Tn6 FP inh – inhibitors of Tn6 peptide binding to fibrin DD(E), primary screen, biochemical, fluorescence polarization, human fibrin, Tn6 probe | Fibrin DD(E) TRITC-Tn6 fluorescence polarization displacement | inhibition, % at 8.3 µM | hit rate 0.21% among 370,000 | AID 720509, 2013;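 active means inhibition above a per-campaign cutoff: mean of compounds within control limits plus 3 SD, cut at about 15% in these data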;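 further: 0% = median of all compound wells on the plate and 100% = blocking peptide control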
UHRF1 binding – UHRF1 methylated DNA binding inhibitors, primary screen, counter-screen for MBD2 inhibitor project, biochemical, TR-FRET, human UHRF1, single concentration; hit rate 0.75% among 370,000; E3 ubiquitin-protein ligase UHRF1 (Homo sapiens), Q96T88; inhibition, % at 4.4 µM; UHRF1 binding to methylated oligo; in the data active means inhibition above about 21%;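 further: UHRF1 SRA domain binding a hemimethylated CpG hairpin DNA probe; 0% = median of test compound wells and 100% = reference inhibitor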
KLK7 zymogen act – proKLK7 zymogen activators, primary screen, biochemical, fluorescence intensity. Kallikrein-7 (Homo sapiens), P49862. purified proKLK7, EDANS-DABCYL substrate fluorescence; 100% is mature enzyme control, 0% vehicle. activation, % at 7 µM. hit rate 0.9% among 370,000. AID 652039, 2013;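 active means activation above the mean of all tested compounds plus 3 SD, computed per campaign excluding outliers beyond control limits, cut at about 13% in these data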
sPLA2-III inh – human group III sPLA2 inhibitors, primary screen, biochemical, QFRET, BODIPY PC-A2 liposome substrate. Group 3 secretory phospholipase A2 (Homo sapiens), Q9NZ20. inhibition, % at 12.2 µM. QFRET BODIPY PC-A2 liposome hydrolysis, fluorescence. AID 743126, 2013. hit rate 0.56% among 370,000;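 active means inhibition above mean plus 3 SD of compounds lying within the high and low control bounds, cut at about 19% in these data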;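 further: 0% = median of test compound wells and 100% = no enzyme DMSO wells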
PLCg1 inh – PLC-gamma1 enzyme inhibitors, primary screen, biochemical, fluorescence, purified enzyme; hit rate 0.84% among 370,000; inhibition, % at 12.2 µM; 1-phosphatidylinositol 4,5-bisphosphate phosphodiesterase gamma-1 (Homo sapiens), P19174; AID 720700, 2013; fluorogenic substrate; in the data active means inhibition above about 9.5%
Starred values were filed as active, the others as inactive; i = inactive; / = no result given; & = joins results of further samples. Not a hit list; 4.5% or so of the library scored in one or more.

Under each structure: DDE Tn7 FP inh	NR1D1 modulator	ARFGAP1 inhibitor	PLCb3 inh	ASAP1 inh	DDE Tn6 FP inh	UHRF1 binding	KLK7 zymogen act	sPLA2-III inh	PLCg1 inh
- O=C(COc1ccc2ccc(=O)oc2c1)NC1CCS(=O)(=O)C1 (stereo not drawn)
 : 7	9	-9	-25	-12	3	2	-1.3	16	-14
- COc1ccc(C(=O)N2CCCC(Nc3ccc(C(C)C)cc3)C2)c(OC)n1 (stereo not drawn)
 : -3	-1	4	-6	15	-4	0	-0.3	11	2
- O=C(NC1CCCCC1)C(c1cccnc1)N(C(=O)c1ccc(Cl)nc1)C1CCCCC1 (stereo not drawn)
 : 0	-1	20	-3	8	1	1	-0.5	3	3
- Cn1c(-c2ccc(F)cc2)cnc1SCC(=O)N1CCCc2ccccc21
 : -4	-4	5	2	-9	-2	1	-0.3	4	-1
- O=S(=O)(Cc1ccccc1)N1CCN(Cc2ccccc2)CC1
 : 1	0	-3	1	6	-3	1	-0.1	-1	0
- Fc1ccc(Br)cc1/C=N/N1CCN(c2ccccc2)CC1
 : -5	-1	-8	-3	4	4	3	0.1	6	1
- Cc1nnc(SCC(=O)NC2CCCCC2)n1C1CCCCC1
 : -6	-3	22	3	7	-3	-3	-0.4	2	1
- Cc1c(Br)c([N+](=O)[O-])nn1CC(=O)Nc1cccc2nonc12
 : -3	4	4	-142	1	0	-1	-9.0	3	-83
- COC(=O)COc1ccsc1C(=O)OC
 : -7	-1	8	0	7	-6	-3	0.1	0	3
- COc1ccc(NC(=O)c2ccc3nc[nH]c3c2)c(OC)c1
 : 2	-1	7	-8	8	-3	4	0.7	2	1
- CCN(CC)C(=O)CN1CCN(Cc2ccc3c(c2)OCO3)CC1
 : -1	-6	-7	1	-6	0	4	0.2	14	-1
- COc1ccccc1NC(=O)CCC(=O)O
 : 0	2	-4	9	5	-3	6	0.4	2	8
- CCOC(=O)N1CCN(c2c(NCc3ccccn3)c(=O)c2=O)CC1
 : 4	-6	13	-2	2	-4	2	-0.2	9	-1
- Cc1cc(C)n2nc(C(=O)NCc3ccccc3)nc2n1
 : -2	-4	13	4	8	-8	3	-0.4	8	4
- O=C(/C=C/c1ccc(S(=O)(=O)N2CCOCC2)cc1)NC(=S)NCCCn1ccnc1
 : 1	5	1	-1	1	-2	-4	-0.6	-8	-1
- CCN1CCN(CCC(=O)Nc2ccccc2OC)CC1
 : 8	0	7	1	-3	1	3	0.2	8	-3
- Cc1cc(Br)ccc1NC(=O)c1ccccc1-c1ccccc1
 : -1	4	-10	2	-3	-1	-1	-0.1	2	-2
- C=CCNc1nc(C)c(C(C)=O)cc1C#N
 : 3	-3	5	3	-2	1	-2	0.7	-4	2
- COc1cc(OCc2ccccc2)c(CC(=O)O)c([N+](=O)[O-])c1
 : -4	7	1	-4	-5	-3	1	0.1	-7	7
- COc1cc(/C=N/NS(=O)(=O)c2ccc(C)c([N+](=O)[O-])c2)cc([N+](=O)[O-])c1O
 : -4	3	-3	-9	1	-10	-6	-0.6	1	2
- CC(C)(C)c1ccc(S(=O)(=O)NC(=O)C2(C)CCN2C(=O)CC2CC2)cc1 (stereo not drawn)
 : 4	-9	-5	-2	1	2	-1	-0.2	2	-3
- COc1cccc(-n2c(=O)c3sccc3n(CC(=O)NC3CCCC3)c2=O)c1
 : 7	3	0	-8	3	-3	0	-1.2	5	-1
- O=C(CCn1c(=O)c2ccccc2n(Cc2cccc([N+](=O)[O-])c2)c1=O)N1CCc2ccccc2C1
 : 3	-1	13	2	-2	9	0	-0.3	-4	3
- CCc1ccc2[nH]c(=O)c(CN(CCCO)C(=O)NCc3ccccc3)cc2c1
 : 4	5	-6	-1	-3	4	-1	0.6	-12	-2
- O=C(NC1CCCCC1)c1ccc(-c2ccc(Cl)cc2)o1
 : -8	6	1	-5	-1	8	0	0.7	2	-3
- CC(=O)Nc1ccc(N2Cc3ccccc3C2)cc1
 : -1	1	1	-9	4	10	-1	-0.1	-1	-6
- CC12CCC(=O)N1C(C(=O)Nc1ccc(Cl)c(Cl)c1)CS2 (stereo not drawn)
 : 1	-7	10	-3	-10	1	1	0.5	1	-3
- COc1ccccc1OCc1ccc(C(=O)NCc2cccnc2)o1
 : 3	1	13	3	2	2	0	-0.3	1	0
- CCC(C)Nc1nc(OCC(F)(F)F)nc(OCC(F)(F)F)n1 (stereo not drawn)
 : 4	-4	-4	6	2	3	-2	0.3	-3	1
- CCCCNC(=O)C[C@@H]1C(=O)N2CCCC3=C2[C@@]1(C(=O)OC)CCCC3
 : 4	1	/	0	/	5	-1	-0.3	-2	-4
- O=S(=O)(c1ccc(N2CCC(c3ccc(Cl)cc3)=N2)cc1)N(CCO)CCO
 : 1	-4	4	i	-1	1	1	-374	-13	i
- CSCC[C@@H](C(=O)NCCCCCCCCCCC(=O)N1CCNCC1)n1cc(CCO)nn1
 : -1	-3	14	0	-9	4	0	0.1	1	2
- CN(C)CCC(c1ccc(Br)cc1)c1ccccn1 (stereo not drawn)
 : -2&-2&-1	-1&4&2&-3&-3	-6&-4&7	1&-1&3	13&10&-14	-3&-1&8	0&-2&0	0.3&-0.1&0.6	5&2&-6	0&1&0
- COc1ccc(N2CCN(C(c3cccs3)c3nnnn3C3CCCC3)CC2)cc1 (stereo not drawn)
 : 4	-5	6	1	-8	2	-1	0.3	2	0
- O=C(c1cccc(C(F)(F)F)c1)c1c[nH]c(C(=O)NCC2CCCO2)c1 (stereo not drawn)
 : -4	-1	4	-5	3	0	24*	0.7	-2	-2
- CCOC(=O)CCCCCC(=O)Nc1ccc2c(c1)CC(=O)N([C@@H](C)CO)C[C@H](C)[C@@H](CN(C)Cc1ccccc1)O2
 : 0	3	0	5	5	3	1	-0.5	-19	3
- Cc1cc(S(=O)(=O)N2CCN(c3ccc(F)cc3)CC2)ccc1-n1cnnn1
 : -2	-1	14	-3	-11	-6	0	-0.3	-8	3
- CCN=C(NCC)SC1CC(=O)N(c2ccc(F)cc2)C1=O (stereo not drawn)
 : 1	-5	-10	5	12	1	1	1.0	-2	2
- C=CCn1c(SCC(=O)Nc2sc3c(c2C#N)CCC(C)C3)nc2cc(C(=O)O)ccc2c1=O (stereo not drawn)
 : -4	-12	12	-13	4	-3	0	1.4	-4	-9
- CCOc1c(C)cc2[nH]c(CCC(=O)O)nc2c1C
 : 5	5	1	-2	9	-3	3	0.5	4	-1
- Cc1cc(NCCN2CCOCC2)n2nc(C)c(-c3ccc(Cl)cc3)c2n1
 : 3	-4	6	-41	6	0	1	-0.4	13	-35
- O=C(O)CNC(=O)c1ccc(NC(=O)/C(=C/c2cccc([N+](=O)[O-])c2)NC(=O)c2ccco2)cc1
 : 7	-3	1	-51	-4	1	-3	-0.1	-1	0
- CC(=O)N1c2ccc(S(=O)(=O)N3CCCC3)cc2CC1C(=O)Nc1cc(C)cc(C)c1 (stereo not drawn)
 : 6	5	-20	-6	-3	9	-2	0.5	-10	-3
- Cc1ccc(/C=C/C(=O)O)cc1S(=O)(=O)N1CCc2ccccc21
 : -11	4	0	-5	8	-3	-2	-0.7	-4	1
- Cc1ccc(-n2c(C)cc(C(=O)CN3C(=O)C(=O)N(C4CCCC4)C3=O)c2C)cc1
 : -8	-1	-6	-11	-9	-8	17	-0.4	-2	-4
- CCc1cc(C(=O)COc2ccc(F)cc2)c(O)cc1O
 : 3	0	-3	-10	-1	8	0	-0.2	-16	-8
- CN(CC(=O)NCCc1ccccc1)S(=O)(=O)c1ccc(Br)s1
 : 0	-5	5	-3	-8	1	3	0.1	-2	-1
- CCCCN(CCCNC(=O)c1ccc2nc(N3CCOCC3)sc2c1)Cc1ccccc1
 : 7	1	8	1	-9	-1	-1	-0.2	-5	-2
- C#Cc1ccc(CN2CCC(Oc3cc(C(=O)NC4CC4)ccc3OC)CC2)cc1
 : 7	-1	3	-15	1	5	-2	0.6	-2	-3
- O=C(NCCCN1CCOCC1)c1ccc2c(=O)n(CCc3ccccc3)c(=O)[nH]c2c1
 : -2	8	-12	-56	5	-4	-1	-3.0	-3	-46
- Nc1nc2ccccc2n1CCOc1ccccc1Cl
 : -1	4	10	3	10	-8	-2	-0.5	-17	2
- Cc1ccc(S(=O)(=O)N2CCN(C(=O)COC(=O)/C=C/c3ccc([N+](=O)[O-])cc3)CC2)c(C)c1
 : 4	-3	-19	-4	-3	-7	-1	-0.3	3	5
- COc1ccc(C(=O)NCC(c2ccccc2)N2CCCC2)cc1S(=O)(=O)N1CCOCC1 (stereo not drawn)
 : -3	-8	-8	-7	-12	-5	0	0.2	-1	-1
- CC(C)=CCC/C(C)=C/CNC(=O)C[C@H]1C[C@H](C(=O)N2CCOCC2)[C@@]2(C)c3[nH]c4cc(CCC(=O)N(C)C)ccc4c3CCN2C1=O
 : 6	3	2	0	2	3	-1	1.0	-14	-1
- CC1CN(C(=S)SCCN2C(=O)CCC2=O)CC(C)O1 (stereo not drawn)
 : 9	0	-12	-1	-26	4	-1	-0.8	0	2
- Cc1nc2ccccc2c2oc(C(=O)NCc3ccccn3)cc12
 : 2	-6	7	2	-11	0	-4	0.0	5	-1
- COc1cc(Cl)c(C)cc1NC(C)C(=O)Nc1cc(C(F)(F)F)ccc1N1CCOCC1 (stereo not drawn)
 : 6	7	13	3	-1	6	1	-0.2	15	-2
- C/C(=N\N=c1/sc2ccccc2n1C)c1ccccn1
 : 4	-13	0	-4	12	-4	-3	0.6	1	-3
- Nn1c(CSc2nc3ccccc3o2)nnc1CSc1nc2ccccc2o1
 : -2	-4	-11	-3	17	10	2	0.3	-19	1
- O=C(CN1N=C(c2ccc(Cl)cc2)CCC1=O)NCc1cccnc1
 : 3	2	-1	0	-1	6	-2	-0.6	0	-1

Bioassay records deposited in PubChem by several laboratories.
